MPTP block: permeability transition pore inhibition. isolated mouse mitochondria, Ca2+ swelling absorbance, 30 min. inhibition, % at 10 µM. 1.4% of 360,000 active;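 active = inhibition of 50% or more, scaled per plate between neutral and stimulator controls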;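 also: 0% = DMSO wells given calcium and 100% = 1 mM EGTA wells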
PfG6PD inh: PfG6PD (Plasmodium falciparum) enzyme inhibition | PfGluPho enzyme, NADPH resazurin-diaphorase fluorescence | inhibition, % at 20 µM | 0.78% of 350,000 active;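 active = inhibition reaching at least a set limit at 20 µM in the primary screen, cut at about 59% in these data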;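 also: 0% = DMSO wells with substrate and 100% = DMSO wells lacking glucose-6-phosphate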
SENP6 block: blocks the human protease SENP6; Q9GZR1; Recombinant SENP6 catalytic domain, aminoluciferin luminescence; inhibition, % at 10 µM; 1.8% of 330,000 active; AID 2599;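 active = inhibition above about 50% at the single tested dose, limit read from the data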;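 also: plate controls were DMSO wells with enzyme for no effect and DMSO wells lacking enzyme for full effect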
GRIN3A LBD mod: NR3A (human) ligand-binding domain modulation; 2.5% of 340,000 active; Tm shift relative to glycine control, % at 25 µM; AID 1259313; NR3A LBD differential scanning fluorimetry, Tm shift; 0% = protein alone, 100% = glycine-bound protein;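 active = melting temperature shift of at least 10% of the positive control shift, at one fixed dose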
SENP8 block: SENP8 (human) protease inhibition. Q96LD8. recombinant SENP8, Nedd8 substrate fluorescence. inhibition, % at 20 µM. 0.64% of 360,000 active. AID 602440; in the data active = inhibition mostly above about 40%, no sharp cut-off; inactive = mostly below about 27%
Target sequence (Q96LD8 whole entry, looked up): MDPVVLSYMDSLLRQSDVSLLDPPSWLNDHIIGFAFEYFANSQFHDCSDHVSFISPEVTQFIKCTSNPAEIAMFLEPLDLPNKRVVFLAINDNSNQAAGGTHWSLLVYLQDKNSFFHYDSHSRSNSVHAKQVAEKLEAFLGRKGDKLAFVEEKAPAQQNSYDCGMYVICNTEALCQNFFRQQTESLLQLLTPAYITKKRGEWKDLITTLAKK
hIAP activ: increases human intestinal alkaline phosphatase activity; purified human IAP, CDP-Star luminescence, 30 min; stronger effect = higher value; 1 = vehicle-only enzyme, 0 = enzyme-free background; activation factor at 10 µM; 0.16% of 330,000 active; AID 2524;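 active = activation factor of the enzyme at least 2-fold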; also: the source names both 10 and 20 µM as test concentration; values of inactives mirror those of a sister screen read the other way
SENP1 FRET inh: inhibitors of human SENP1 SUMO protease catalytic domain | 0.21% of 360,000 active | recombinant SENP1 catalytic domain, CyPet-SUMO1-YPet FRET cleavage | AID 624204 | inhibition, % at 10 µM;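 active = inhibition at least 30% at 10 µM, raw YFP signal under a set limit, fluorescence ratio 0.5 to 1.5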;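 also: 0% = enzyme with DMSO and 100% = no enzyme wells; some results filed as inactive read as strong as hits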
Target sequence (Q9P0U3 419-644 limits assumed): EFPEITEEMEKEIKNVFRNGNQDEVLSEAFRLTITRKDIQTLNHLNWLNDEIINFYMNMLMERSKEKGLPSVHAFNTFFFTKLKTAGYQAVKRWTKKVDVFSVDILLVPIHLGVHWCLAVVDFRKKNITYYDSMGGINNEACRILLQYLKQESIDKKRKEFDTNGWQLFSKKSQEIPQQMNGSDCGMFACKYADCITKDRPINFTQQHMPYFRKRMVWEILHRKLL
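material = recombinant human SENP1 catalytic domain, His6-tagged | quantity = 20 pM enzyme | reagent = 25 nM SUMO1 FRET substrate | compound dosing = 10 µM single point, 0.5% DMSO | timing = 50 min enzyme reaction, room temperature, light-protected | detection = FRET, CFP and YFP emission | control set = no-enzyme low, enzyme-DMSO high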
ATG4B inh: blocks human ATG4B protease cleavage of LC3 substrate; 0.51% of 340,000 active; ATG4B cleavage of LC3-PLA2, NBD-HPC fluorescence, 1 h; AID 504462; inhibition, % at 8.33 µM; in the data active = inhibition above about 40%
Target sequence (Q9Y4P1 whole entry, looked up): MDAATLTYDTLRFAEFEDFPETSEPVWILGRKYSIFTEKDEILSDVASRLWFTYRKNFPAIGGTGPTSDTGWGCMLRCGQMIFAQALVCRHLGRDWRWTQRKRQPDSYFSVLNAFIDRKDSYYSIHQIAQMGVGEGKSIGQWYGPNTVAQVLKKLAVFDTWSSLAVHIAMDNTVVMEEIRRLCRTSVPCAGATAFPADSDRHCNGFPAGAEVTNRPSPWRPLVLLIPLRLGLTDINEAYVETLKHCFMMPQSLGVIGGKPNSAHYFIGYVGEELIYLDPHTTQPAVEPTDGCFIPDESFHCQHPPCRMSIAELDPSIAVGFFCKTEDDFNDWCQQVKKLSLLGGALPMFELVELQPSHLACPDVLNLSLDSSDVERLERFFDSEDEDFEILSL
Starred values were filed as active, the others as inactive; / = not tested or not shown.

Each structure is followed by: MPTP block	PfG6PD inh	SENP6 block	GRIN3A LBD mod	SENP8 block	hIAP activ	SENP1 FRET inh	ATG4B inh
- COC(=O)C1=C(C)N(CC2CC2)C(=NCCN2CCOCC2)N[C@H]1c1ccccc1
    -0.5	4	-3	0	7	0.8	-17	-7
- COC(=O)c1cc(S(=O)(=O)NCc2ccccc2Cl)c[nH]1
    -0.8	13	-4	2	-4	0.89	3	-11
- COc1cccc(OC)c1C(=O)OCC(=O)N1CCC(Cc2ccccc2)CC1
    -1.9	-17	12	1	10	1.1	5	3
- CC(C)(C)Nc1nc(OCC(F)(F)F)nc(OCC(F)(F)F)n1
    0.0	7	3	-1	9	1.2	3	-8
- O=C(CSc1cc(Cl)ccc1Cl)NCCN1C(=O)CSC1=O
    -1.0	11	1	1	30	1.1	5	-2
- O=C(c1cc2cc(F)ccc2[nH]1)N(Cc1cccnc1)CC1CCCN(C2CCCCC2)C1 (configuration not stated)
    -3.5	9	14	-1	4	1.2	-26	-2
- COc1ccccc1C(=O)NCCC(=O)NCC1COc2ccccc2O1 (configuration not stated)
    0.1	-6	-5	-2	12	1	1	0
- O=C(COC(=O)C1CCN(c2ccc(C(F)(F)F)cn2)CC1)NCc1ccc(Cl)cc1Cl
    -2.2	23	-5	2	-27	1.1	2	11
- CCOC(=O)Cc1csc(NC(=O)CSc2nc3sc(C(=O)O)c(C)c3c(=O)[nH]2)n1
    -0.1	-28	1	0	-93	1	0	6
- COCCn1c(SCC(=O)Nc2nnc(C)s2)nnc1-c1ccncc1
    -2.4	-20	-11	1	4	0.91	3	5
- COc1ccc(Cc2nc(C(=O)Nc3ccccc3)cs2)cc1
    -2.7	0	7	0	28	1	2	2
- Nc1c(Br)cc(Br)c2c1-c1ccc([N+](=O)[O-])cc1C2
    2.6	12	/	4	35	/	24	8
- COc1ccccc1CNC(=O)COC(=O)COc1ccccc1Cc1ccccc1
    -1.8	-2	4	-2	15	0.97	3	9
- Cc1ccc(SCc2cc(=O)[nH]c(N3CCN(Cc4ccccc4)CC3)n2)cc1
    -1.7	14	-2	2	-106	1.1	2	-3
- Oc1ccccc1-c1nnc2n1CCCCC2
    -1.2	-3	/	-1	10	/	0	3
- Cc1ccc(NC(=O)CCc2nnc(SCC(=O)Nc3ccccc3C)n2C)cc1Cl
    -1.7	-16	-14	0	7	1	2	-4
- CCOC(=O)Cn1c(=O)c2c(nc(N3CCCCC3)n2C)n(C)c1=O
    -1.0	-14	0	-2	34	1	0	-5
- CCOC(=O)c1c(C)nc(SCC(N)=O)c(C#N)c1-c1ccccc1
    1.9	-3	8	0	8	0.99	2	-2
- CC(C)c1cc(C(=O)N2CCN(C(c3ccccc3)c3ccccc3)CC2)no1
    -0.3	5	0	-3	6	0.98	-1	1
- Cc1ccc2nc3[nH]c(=O)[nH]c(=O)c3c(N)c2c1
    0.6	10	/	-2	-477	/	-37	-6
- O=C(Oc1ccc(N2C(=O)C3C4CCC(C4)C3C2=O)cc1)c1ccco1 (configuration not stated)
    1.0	16	-5	0	2	0.82	1	-4
- O=C(O)CC1(CC(=O)Nc2ccc(Oc3cccc(C(F)(F)F)c3)nc2)CCCC1
    1.6	-3	-8	0	31	0.98	3	-8
- CCn1c(SCC(=O)Nc2ccc(N3CCOCC3)cc2)nnc1-c1ccncc1
    -0.4	-14	9	-2	9	0.95	2	-1
- Cc1ccnc(NS(=O)(=O)c2ccc(NC(=O)c3oc4ccc(F)cc4c3C)cc2)n1
    -2.4	9	0	-8	-25	1.1	-2	6
- CCCCC(=O)Nc1ccc2c3c(cccc13)C(=O)N2CC
    -0.5	-7	1	0	3	0.86	-4	2
- CCCCN(CC)C(=S)Nc1ccc2nc(N3CCN(C)CC3)cc(C)c2c1
    0.8	2	21	-1	-430	1.2	-33	-13
- CCCCNC(=O)COC(=O)c1ccc(F)cc1Cl
    3.8	-18	-3	-2	5	1	1	0
- CN(C)S(=O)(=O)c1ccc(N2CCCC2)c(C(=O)Nc2ccccc2OC(F)F)c1
    1.7	-1	5	-1	-7	1	1	-7
- COc1cc(NC(=O)CN2CCN(S(=O)(=O)/C=C/c3ccccc3)CC2)cc(OC)c1OC
    -1.0	11	5	-3	6	1.1	2	-6
- CCOC(=O)c1c(-c2ccc(OC)c(OC)c2)csc1NC(=O)C1CCCO1 (configuration not stated)
    3.5	-6	-30	-2	-8	0.88	2	-5
- O=C(NCc1ccco1)C(c1ccncc1)N(C(=O)Cc1cccs1)c1ccccc1 (configuration not stated)
    0.6	25	-18	-1	8	0.94	-1	-12
- Cc1ccc(S(=O)(=O)N/N=C/c2cc([N+](=O)[O-])ccc2O)cc1[N+](=O)[O-]
    72*	9	-21	21*	26	1	3	7
- O=C(NCc1cccnc1)c1ccc(-c2cc(Cl)ccc2Cl)o1
    5.1	-11	-8	-4	8	0.93	-6	-17
- O=C(COC(=O)c1cccs1)NC1CCCC1
    0.8	-18	-19	1	8	0.88	2	-2
- CCCN(C(=O)c1cc2c(s1)CCC2)c1c(N)n(Cc2ccccc2)c(=O)[nH]c1=O
    2.1	-7	-25	0	-52	1.1	-17	6
- CC(=O)N1C(=O)/C(=C2\SC(=S)N(c3c(C)n(C)n(-c4ccccc4)c3=O)C2=O)c2ccccc21
    1.4	13	/	-5	81*	/	1	8
- CC(C)C(C(=O)OCC(=O)c1ccccc1)N1C(=O)C2C3C=CC(C3)C2C1=O (configuration not stated)
    1.9	19	6	1	2	1	1	-9
- O=C(CSc1nnc(Cc2ccccc2)o1)Nc1ccc2c(c1)OCO2
    -0.8	8	-27	0	12	1.2	2	-9
- CC(=O)C(C)Oc1ncn(-c2ccccc2)n1 (configuration not stated)
    -1.8	-28	-3	-1	24	1.2	1	-1
- O=C(CCNS(=O)(=O)c1ccccc1)N1CCCCCCC1
    -0.4	5	-15	0	10	0.97	1	-1
- Cc1ccc(S(=O)(=O)N2CCOCC2)cc1NC(=O)COC(=O)CCc1c[nH]c2ccccc12
    0.9	-3	-13	-5	-1	1.2	2	-12
- Cc1ccc(CNC(=O)CCS(=O)(=O)c2ccc(Cl)cc2)cc1
    -1.4	-12	14	0	26	1.2	-1	-4
- CCc1ccc(-c2nn(-c3ccccc3)cc2C2SCC(=O)N2Cc2ccco2)cc1 (configuration not stated)
    1.6	8	-4	2	24	1	0	-3
- O=C1CCCN2N=C(SCC(=O)Nc3ccccc3C(F)(F)F)SC2=N1
    -1.5	-1	-9	6	2	0.91	1	-1
- Cc1ccc(N=C2NC(=O)C(CC(=O)O)S2)cc1 (configuration not stated)
    -1.5	4	1	1	4	1	0	-5
- Cc1ccc(Cn2cc(CCC(=O)O)c3ccccc32)cc1
    0.7	-28	-5	3	13	0.97	1	-1
- CC(C)(C)c1ccc(-c2cc(C(=O)NNC(=O)Nc3ccccc3)c3ccccc3n2)cc1
    2.8	14	-11	12*	-13	0.98	0	4
- COc1ccc2[nH]c3c(c2c1)CCN1C(=O)C(CC(=O)NCc2ccc(OC)c(OC)c2)C[C@H](C(=O)N2CCCCC2)[C@@]31CCc1ccccc1 (some centres not stated)
    -0.6	24	/	2	4	/	4	/
- Cc1ccc(S(=O)(=O)NCc2ccccc2)s1
    1.1	-1	-3	-1	23	0.74	-1	-1
- Cc1onc(-c2ccccc2)c1C(=O)N1CC(C)OC(C)C1 (configuration not stated)
    -1.9	-9	0	1	12	1.1	1	-2
- COc1ccc(CCn2c(C)cc(C(=O)COC(=O)c3cnccn3)c2C)cc1
    -0.5	12	12	3	6	1	-2	-9
- Cc1cc2c(c(SCC(=O)N(C)c3ccccc3)n1)C(=O)OC2
    0.4	2	-3	-2	14	1.1	4	-6
- O=C(CCS(=O)(=O)c1ccc(Br)cc1)Nc1cc(F)ccc1F
    2.0	31	-9	0	4	0.91	-3	-10
- CCN(CC)S(=O)(=O)c1ccc2oc(Nc3ccc(OC)cc3)nc2c1
    0.8	16	-22	0	13	1.1	-2	-5
- O=C1OCC2=C1C(c1ccc(Cl)cc1)c1cc3c(cc1O2)OCO3 (configuration not stated)
    -2.0	-18	/	1	8	/	1	7
- C/C(CC(C)C)=N\Oc1nc(C)cc(C)n1
    0.9	-1	-3	1	20	0.93	3	5
- N#C/C(=C/c1ccccc1)C(=O)OCC(=O)Nc1ccccc1[N+](=O)[O-]
    -2.8	7	-2	1	-3	0.95	-17	-2
- COc1cc(C(=O)N2CCN(c3ccc([N+](=O)[O-])cc3)CC2)ccc1OCc1c(C)noc1C
    0.3	8	3	0	29	0.95	-7	-6
- COc1ccc(N2CCN(c3cc(C)nc4ccc(OC)cc34)CC2)cc1
    0.0	17	10	-1	1	1.1	-3	-5
- Cc1ccc(-n2cccc2/C=C2/C(=N)N3C(=NC2=O)SN=C3S(C)(=O)=O)cc1Cl
    26	-46	/	2	-26	/	-25	65*

Other structures follow.
Each structure is followed by: MPTP block	PfG6PD inh	SENP6 block	GRIN3A LBD mod	SENP8 block	hIAP activ	SENP1 FRET inh	ATG4B inh
- c1ccc(N2CCN(c3ncnc4scc(-c5cccs5)c34)CC2)cc1
    2.4	-16	7	1	-1	1.2	0	5
- Cn1nnnc1SCc1cccc2ccccc12
    0.6	6	5	-2	16	1	0	-9
- COc1ccc(CC(=O)Oc2ccccc2C)cc1
    0.2	-3	15	1	-1	0.91	-1	5
- Cn1c(CNC(=O)C(C)(C)C)nc2ccccc21
    -0.6	-15	-12	0	8	0.97	0	-2
- O=C(CCc1nc2ccccc2c(=O)[nH]1)OCC(=O)c1ccc(C2CCCCC2)cc1
    -0.8	-20	-5	1	0	1.1	-3	23
- O=C(CS(=O)(=O)Cc1ccccc1)NCCc1ccc(F)cc1
    0.8	5	10	1	13	1.2	1	0
- CC1CC(C)CN(C(=O)c2cccc3c2-c2ccccc2C3=O)C1 (configuration not stated)
    3.2	3	-9	0	19	1	0	-6
- Cc1cccc2c(=O)c(C(=O)NCCc3ccccc3)c[nH]c12
    0.0	22	20	-1	6	1.2	1	-14
- CCNC(=O)NC(=O)CSc1ccc(S(=O)(=O)N(C)C2CCCCC2)cn1
    -3.3	48	-5	1	3	0.92	2	7
- COC(=O)n1c(=O)oc2ccc(S(=O)(=O)N3CCCCC3)cc21
    0.9	-14	-6	-1	26	1.2	2	-6
- Cc1noc(C)c1CSCc1ccc(Cl)cc1
    0.8	-11	3	2	15	1	1	12
- COC(=O)CSc1nc(N2CCOCC2)c2c(c1C#N)CCCC2
    9.8	20	-12	-1	-124	0.93	3	-4
- CSc1ncnc2c1ncn2CCCNCCCN1CCCC1=O
    -1.0	-7	/	/	6	/	0	/
- CN(C(=O)c1cccc(NC(=O)Cc2ccc(NC(=O)C3CCCN(C(=O)C4CCCCC4)C3)cc2)c1)C1CCCCC1 (configuration not stated)
    0.4	-3	/	-4	8	/	0	-11
- CCOC(=O)c1oc2ccccc2c1COC(=O)CNC(=O)c1ccccc1F
    0.6	3	/	/	15	/	3	/
- Cc1sc2ncnc(N3CCC(C(=O)NNC(=O)COc4ccc(Br)cc4)CC3)c2c1C
    -0.9	-9	-6	2	5	1.6	0	-15
- O=C(CSc1nc2ncccc2[nH]1)Nc1ccc2c(c1)OCO2
    2.5	3	-7	2	12	1.1	0	-1
- Cc1ccc2ncnc(NCCCN3CCOCC3)c2c1
    0.7	2	-3	-2	-2	1.2	-3	1
- CCCCC(NC(=O)Cc1c(C)c2cc3c(-c4ccccc4)coc3c(C)c2oc1=O)C(=O)O (configuration not stated)
    1.2	4	4	-49	-203	0.97	-4	11

An excerpt from above in order of the SENP1 FRET inh value, high to low:
molecule	SENP1 FRET inh
Cc1sc2ncnc(N3CCC(C(=O)NNC(=O)COc4ccc(Br)cc4)CC3)c2c1C	0
Cc1ccc2ncnc(NCCCN3CCOCC3)c2c1	-3
CCCCC(NC(=O)Cc1c(C)c2cc3c(-c4ccccc4)coc3c(C)c2oc1=O)C(=O)O (configuration not stated)	-4

Source: PubChem BioAssay
